Assay outcomes from PubChem BioAssay.
Salmonella PhoP GFP: PhoP regulon inhibitors, Salmonella typhi PhoP promoter GFP reporter, confirmatory (AID 1850); Salmonella Typhi PhoP-promoter GFP reporter, fluorescence, 4 h; higher % means a stronger effect; hit rate 0.33% among 310,000; inhibition, % at 50 µM, or IC50 in µM where a hit was titrated; in the data active = a potency from the dose series; inconclusive = inhibition mostly from about 25% at the one dose, without a potency; inactive = the rest, 99 in 100 with inhibition below about 19%;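 note: 0% = induced wells with vehicle and 100% = uninduced wells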
M. tuberculosis HTS: M. tuberculosis growth inhibition, HTS (AID 449762). M. tuberculosis H37Rv growth inhibition, 7H9 media; higher % means a stronger effect. hit rate 0.59% among 330,000. inhibition, % at 25 µM; hits with a dose series show IC50 in µM; in the data active = a potency from the dose series; inconclusive = inhibition above about 70% without an active follow-up result;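 note: bacterial growth assessed after seven days of incubation; strong numbers were not always called active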
tuberculosis growth: growth inhibition of non-replicating M. tuberculosis (AID 488890); hit rate 0.39% among 320,000; inhibition, % at 25 µM; hits with a dose series show IC50 in µM; Mycobacterium tuberculosis non-replicating, growth inhibition; higher % means a stronger effect; in the data active = a potency from the dose series; inconclusive = inhibition mostly from about 82% at the one dose, without a potency; inactive = the rest, 99 in 100 with inhibition below about 76%;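 note: plate controls were DMSO cells for no effect and high antibiotic wells for full effect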
inhibitors of VEEV: inhibitors of VEEV TC-83 cytopathic effect, confirmation, Vero cells (AID 588727); Vero cells, VEEV TC-83 cytopathic effect inhibition; higher % means a stronger effect; hit rate 0.13% among 350,000; inhibition, % at 20 µM, or IC50 in µM where a hit was titrated; in the data active = a potency from the dose series; inconclusive = inhibition mostly from about 14% at the one dose, without a potency; inactive = the rest, 99 in 100 with inhibition below about 12%; note: strong numbers were not always called active
influenza NS1A: H1N1 influenza NS1A inhibitors, functional cell based assay (AID 504329); NS1A functional cell-based assay, percent inhibition; higher % means a stronger effect; inhibition, % at 12.5 µM, or IC50 in µM where a hit was titrated; hit rate 0.3% among 340,000; in the data active = a potency from the dose series; inconclusive = inhibition above about 27% without an active follow-up result; note: strong numbers were not always called active
inhibitors of VEEV 10K pilot screen: also measured in inhibitors of VEEV; calls as there; inhibition, %; measured here: 10K pilot screen inhibition
Active calls of the source: *; i = inactive; ? = inconclusive; · = not tested or not shown; & = joins results of further samples.

SMILES	Salmonella PhoP GFP	M. tuberculosis HTS	tuberculosis growth	inhibitors of VEEV	influenza NS1A	others
CCn1c(C)c(CS(=O)(=O)c2ccccc2)[nH]c1=O	7%	-6%	8%	0.2%	2%
CC(C)NC(=O)NS(=O)(=O)c1cnccc1NC1CC2CCC1C2 (centres undefined)	1%	-9%	-7%	0.4%	-2%
Cc1cc(NC(=O)CSc2nnc(-c3ccco3)n2Cc2ccccc2)no1	-7%	-7%	27%	2.1%	4%
COC(=O)CSc1nnc(SCc2ccc(Cl)cc2)s1	8%	?	?	3.4%	-2%
Cc1nonc1C(=O)N/N=C/c1ccc([N+](=O)[O-])o1	38µM*	?	i	6.0%	1%
CCC(C(=O)NCc1ccncc1)c1ccccc1 (centres undefined)	-5%	-8%	-24%	i	6%	inhibitors of VEEV 10K pilot screen=0.0
O=C(NCCc1c[nH]c2ccccc12)c1cc(S(=O)(=O)N2CCCCC2)ccc1N1CCOCC1	1%	1%	26%	0.5%	3%
CN(C)S(=O)(=O)c1ccc(N2CCCC2)c(C(=O)NCCc2ccc(F)cc2)c1	-4%	-3%	11%	1.7%	13%
COc1cc(C(=O)NC2CC3CCCC(C2)N3CC(=O)Nc2ccccc2)cc(OC)c1OC (centres undefined)	-3%&4%	-2%	28%	7.9%	-5%
Cn1c(SCC(=O)NCc2ccco2)nc2ccccc2c1=O	15%	-11%	-9%	5.3%	-2%

Entries shown so far with a halogen (2):
SMILES	Salmonella PhoP GFP	M. tuberculosis HTS	tuberculosis growth	inhibitors of VEEV	influenza NS1A	others
COC(=O)CSc1nnc(SCc2ccc(Cl)cc2)s1	8%	?	?	3.4%	-2%
CN(C)S(=O)(=O)c1ccc(N2CCCC2)c(C(=O)NCCc2ccc(F)cc2)c1	-4%	-3%	11%	1.7%	13%

The list continues.
SMILES	Salmonella PhoP GFP	M. tuberculosis HTS	tuberculosis growth	inhibitors of VEEV	influenza NS1A	others
NC(=O)c1ccccc1OCC(=O)N1CCC(Cc2ccccc2)CC1	·	8%	45%	2.5%	9%
C=CC[C@H](CC(=O)NCCO)C(=O)N[C@H](COC(=O)[C@H](CC=C)CC(=O)OC(C)(C)C)c1ccccc1	·	0%	11%	0.6%	-5%
Cc1ccc(S(=O)(=O)NCCCCCC(=O)N(C)C)cc1	2%	1%	5%	0.4%	-1%
CC(C)N(C(=O)CCl)c1ccccc1	·	·	·	?	0%
COc1cc(OC)c2c(-c3cccc(-c4ccc(OC(F)(F)F)cc4)c3)cc(=O)oc2c1	·	·	·	i	-13%
CCOC(=O)C1C(=O)NC(C(=O)OCC)(C(=O)OCC)C1C(C)CC (centres undefined)	·	·	·	0.3%	-21%
COc1ccc(/C=C2\SC(=O)N(CC(=O)Nc3cccnc3)C2=O)cc1OC	-4%	4%	-9%	1.2%	4%
Cc1ccc(OCCN(C)C(=O)c2cc(COc3ccc(F)cc3F)on2)cc1	12%	12%	65%	i	6%
CC(=O)NC1C(c2nc3ccccc3s2)=C(c2ccccc2)C(=O)N1c1ccc(C)cc1 (centres undefined)	5%	94%	9%	4.9%	5%
COc1cc2[nH]c(=S)nc(NCc3cccc(Cl)c3)c2cc1OC	6%	2%	4%	1.0%	-10%
CC1CC(C)CN(c2ccc(NS(=O)(=O)c3ccccc3)cc2C(=O)O)C1 (centres undefined)	-4%	10%	-21%	0.9%	-9%
CC(C)Cc1nnc(NC(=O)CCC(=O)N2CCN(c3ccc([N+](=O)[O-])cc3)CC2)s1	7%	25%	45%	2.1%	2%
Cc1nc2ccccc2n1CCN1CCOCC1	6%	-6%	-20%	0.3%	-2%
CCCCn1nnnc1SCC(=O)N1CCCC1	-15%	-6%	5%	5.9%	-6%
CSc1nc(SCC(=O)NCc2ccco2)c2c3c(sc2n1)CN(C)CC3	-19%	2%	-6%	0.9%	10%
CN(C)C(=O)c1ccc(NC(=O)CN2CCc3cc4c(cc3C2)OCCCO4)cc1	-8%	4%	0%	0.0%	5%
O=C(O)Cn1cc(/C=c2/sc3nc4ccccc4n3c2=O)c2ccccc21	5%	1%	6%	2.1%	10%	inhibitors of VEEV 10K pilot screen=1.4
Cc1cccc(C(=O)N/C(=C/c2ccco2)C(=O)N2CCCCCC2)c1	9%	1%	10%	2.5%	3%
NC(=O)NC(=O)CSc1nc(-c2ccccc2)c(-c2ccccc2)n1CC1CCCO1 (centres undefined)	8%	-10%	-5%	9.9%	23%
COc1ccc2c(=O)c3ccccc3oc2c1	1%	0%	47%	1.3%	-11%

Of the compounds above, these have fluorine.
SMILES	Salmonella PhoP GFP	M. tuberculosis HTS	tuberculosis growth	inhibitors of VEEV	influenza NS1A	others
CN(C)S(=O)(=O)c1ccc(N2CCCC2)c(C(=O)NCCc2ccc(F)cc2)c1	-4%	-3%	11%	1.7%	13%
COc1cc(OC)c2c(-c3cccc(-c4ccc(OC(F)(F)F)cc4)c3)cc(=O)oc2c1	·	·	·	i	-13%
Cc1ccc(OCCN(C)C(=O)c2cc(COc3ccc(F)cc3F)on2)cc1	12%	12%	65%	i	6%

Further results follow.
SMILES	Salmonella PhoP GFP	M. tuberculosis HTS	tuberculosis growth	inhibitors of VEEV	influenza NS1A	others
CN(C(=O)CCNC(=O)Cn1ccc2ccccc2c1=O)c1ccc(Br)cc1	-1%	2%	-16%	0.1%	8%
C[C@H]1CN=C(N(C)C)N1CCCC1CCCC1	7%	-1%	17%	i	4%	inhibitors of VEEV 10K pilot screen=0.7
CCOC(=O)c1c(C)[nH]c(C(C)=NNC(=O)c2cccs2)c1C	·	9%	72%	3.4%	-8%
COc1cccc(CNC(=O)CCC2CCCN(Cc3cc(Cl)ccc3O)C2)c1 (centres undefined)	-21%	11%	13%	0.2%	-2%
Cc1noc(C)c1COc1ccccc1C(=O)Nc1cccc(S(=O)(=O)N(C)C)c1	1%	0%	-9%	1.3%	-17%
CC1(C)Cc2c(cnn2-c2ccc(F)cc2)C(NC(=O)CCC(F)(F)F)C1 (centres undefined)	-2%	9%	-1%	7.5%	-3%
C1=C(N2CCOCC2)/C(=C/c2nc3ccccc3[nH]2)CC1	-11%	0%	-3%	0.5%	-1%
CCC(CO)Oc1cc(NCc2ccccc2C)c2ncn(C(C)C)c2c1 (centres undefined)	·	-4%	45%	0.6%	1%	inhibitors of VEEV 10K pilot screen=3.0
CCOC(=O)c1sc(NC(=O)c2ccc(C)o2)nc1C	15%	-6%	1%	0.2%	-1%
Cc1c(NC(=O)CCSCCc2ccccn2)cccc1[N+](=O)[O-]	-11%	-4%	77%	i	-17%
Cc1cc(/C=C2/C(=O)NN(c3ccccc3)C2=O)c(C)n1-c1cccc(O)c1	-12%	1%	22%	3.2%	14%
N#Cc1ccccc1COC(=O)CCCC1=NS(=O)(=O)c2ccccc2N1	8%	-1%	1%	5.7%	4%
CCNC(=O)CCc1nc(-c2ccc(C(C)(C)C)cc2)no1	-5%	6%	12%	2.6%	7%
Cc1nc(NCc2ccc3c(c2)OCO3)c2oc3ccccc3c2n1	3%	?	?	i	2%
CCOC(=O)[C@@H]1[C@H]2COc3ccccc3[C@@H]2N2C(=O)N(c3ccc(OC)cc3)C(=O)[C@]12C	0%	1%	8%	i	-2%
Cc1cccc(N2CCN(c3nc(C)cc(C)c3C#N)CC2C)c1 (centres undefined)	-11%	6%	41%	1.2%	-1%
CSc1nc(C)c(Br)c(N2CC2)n1	·	·	·	2.9%	-6%
O=C(NNC(=O)C(O)c1ccccc1)NC1CCCCC1 (centres undefined)	-3%	-3%	-1%	2.9%	1%
CC(=O)Nc1ccc(N/C=C/C(=O)C(C)(C)C)cc1	5%	-2%	-7%	0.9%	1%
Cc1ccccc1OS(=O)(=O)c1cn(C)c(=O)n(C)c1=O	4%	5%	-4%	1.3%	7%
Cc1ccc(C(=O)N2CCOCC2)cc1S(=O)(=O)N1CCOCC1	9%	4%	-4%	1.1%	-10%
CCN(CC)C(=S)Nc1ccc([N+](=O)[O-])cc1	-2%	-4%	0%	0.1%	10%
Cc1ccc(NC(=O)c2onc(C)c2Cl)cc1	0%	0%	1%	0.1%	3%
C=CCn1nnnc1-c1cc(Cl)cc(Cl)c1	-6%	-3%	-18%	4.0%	-3%
CCCc1cc(C(N)=O)c(NC(=O)c2ccoc2C)s1	4%	?	27%	0.9%	8%
O=C(NC(=S)Nc1ccc(S(=O)(=O)Nc2ncccn2)cc1)c1ccc(Br)cc1	6%	1%	25%	7.4%	-3%	inhibitors of VEEV 10K pilot screen=4.2
CC(=O)N1CCc2c(sc(NC(=O)C3CCN(S(=O)(=O)c4cccs4)CC3)c2C(N)=O)C1	0%	-3%	10%	4.6%	-1%
COc1cc(NC(=O)NCCN2CCN(c3ccc(Cl)cc3)CC2)ccc1C	-3%	56%	?	0.3%	17%
O=C1N[C@@H](Cc2ccccc2)COC(=O)[C@@H](Cc2ccc(F)cc2)C/C=C\C[C@@H]1CC(=O)N(CCO)Cc1ccccc1	·	-11%	76%	7.8%	13%
O=C1Oc2ccccc2C(=O)/C1=C/c1ccccc1O	-3%	-2%	79%	0.6%	-6%
Cc1ccc(C(=O)c2oc3ccccc3c2N)cc1	2%	47%	39%	i	13%	inhibitors of VEEV 10K pilot screen=3.7
COc1cc(/C=C/c2cc[n+](C)cc2)ccc1OCC(=O)Nc1ccccc1	-5%	0%	56%	0.0%	8%
COc1ccc(N2CCN(C(=O)c3ccc(COc4ccc([N+](=O)[O-])cc4)o3)CC2)cc1	·	·	·	7.9%	-4%
COc1ccc(S(=O)(=O)N2CCOCC2)cc1Cl	-7%	-7%	-6%	i	-1%
CC1=NN(c2ccccc2)C(=O)/C1=C\c1ccc(Oc2ccc([N+](=O)[O-])cc2[N+](=O)[O-])cc1	-2%	7%	?	0.6%	6%
CCc1nnc(NC(=O)CCC(=O)N2CCN(C3CCCCC3)CC2)s1	-13%	-3%	-9%	i	-4%
CCC(=O)Nc1ccc(C(=O)COC(=O)c2sc(C)nc2C)cc1	·	·	·	3.5%	-3%
CC12COC3(C(=O)Nc4ccc(Cl)cc4)CC1CCC32C (centres undefined)	-4%	8%	57%	2.2%	-5%
Cc1ccc(CNC(=O)C2=NNC(=O)CC2)cc1	-1%	-6%	12%	0.6%	-1%
CC1(C)CN(c2ccc(-c3ccnc4ncnn34)cc2)C1=O	-1%	-1%	-13%	1.7%	-15%
Cn1ccc(C(=O)OCC(=O)c2ccccc2)n1	-9%	-7%	-5%	i	-2%
O=C(NCCC1=CCCCC1)C1CCN(c2nc3ccccc3o2)CC1	1%	1%	10%	0.9%	0%
COc1ccc(NC(=O)CSc2nc(N3CCCCC3)nc(N3CCCCC3)n2)cc1	-1%	2%	-4%	i	1%
CCCCNC(=O)N1CCN(C(c2ccccc2)c2ccccc2)CC1	-3%	-5%	17%	3.1%	-5%
Cc1occc1C(=O)N/N=C/C=C\c1ccccc1[N+](=O)[O-]	-8%	-3%	16%	0.9%	·
C/C(CC1CC2=C(CC1(C)C)C(C)(C)CCC2)=N\NC(N)=S (centres undefined)	-2%	0%	?	7.7%	-26%
O=S(=O)(c1ccc(Br)s1)N1CCN(c2ccccc2)CC1	-1%	4%	7%	i	-6%
O=C(O)CCC(=O)NCc1cn(-c2ccccc2)nc1-c1cccc(Br)c1	-5%	-7%	3%	0.6%	3%
CCCCCn1c(N2CCN(c3cccc(Cl)c3)CC2)nc2c1c(=O)[nH]c(=O)n2C	-8%	0%	-9%	4.3%	-9%
CCN1CCN(c2ccc([N+](=O)[O-])cc2C#N)CC1	-2%	-7%	-10%	1.3%	-9%

The list goes on:
SMILES	Salmonella PhoP GFP	M. tuberculosis HTS	tuberculosis growth	inhibitors of VEEV	influenza NS1A	others
Brc1ccc(N=C(c2ccccc2)c2ccncc2)cc1	-6%	-1%	7%	0.1%	7%
CC(C)(C)c1ccc(OCc2ccc(C(=O)NN)o2)cc1	0%	-4%	9%	6.1%	-19%
CCC(C)NC(=O)Cn1cc(S(=O)(=O)N2CCN(c3ccccc3F)CC2)c2ccccc2c1=O (centres undefined)	4%	5%	24%	i	2%
CCOC(=O)CSc1nc2sc3c(c2c(=O)[nH]1)CCCC3	0%	2%	14%	0.1%	-8%
CCCc1cc(C(=O)Nc2nccs2)cs1	-2%	?	?	1.1%	-46%
CC1(C)C(=O)C=CC(=O)C(C)(C)C(=O)C=CC(=O)C(C)(C)C2=CC=C(O2)C(C)(C)C(=O)C=CC1=O	·	·	·	1.5%	-17%
COc1ccc2nc(NCCCNC(=O)c3cc(OC)c(OC)c(OC)c3)c(C#N)cc2c1	5%	-7%	29%	3.9%	-4%
